Source: PubChem (several laboratories)
PMI act = increases human mannose-6-phosphate isomerase activity; activation factor at 20 µM; P34949; AID 1214; hit rate 0.005% among 190,000; purified human PMI, coupled resazurin fluorescence, 20 min; active compounds read high; 1 = vehicle control, 0 substrate-free wells;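 active means activation factor of 2 or more at 20 µM, relative to plate controls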
Lmaj promast = Leishmania major promastigote growth inhibition. inhibition, % at 10 µM. hit rate 9% among 200,000. Leishmania major promastigotes, resazurin fluorescence viability; in the data active means inhibition above about 50%;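 further: promastigotes grown with compound for 44 hours at 28 °C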
TNAP inh hi DEA = blocks human TNAP under high phosphate acceptor concentration | purified TNAP, CDP-star luminescence, 1 M DEA | inhibition, % at 20 µM | hit rate 0.03% among 200,000 | AID 1135;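 active means over 50% inhibition of tissue-nonspecific alkaline phosphatase at 20 µM in the single-dose screen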;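 further: plate controls were DMSO wells for no effect and EDTA-quenched wells as full inhibition for full effect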
Target sequence (P05186 whole entry, looked up): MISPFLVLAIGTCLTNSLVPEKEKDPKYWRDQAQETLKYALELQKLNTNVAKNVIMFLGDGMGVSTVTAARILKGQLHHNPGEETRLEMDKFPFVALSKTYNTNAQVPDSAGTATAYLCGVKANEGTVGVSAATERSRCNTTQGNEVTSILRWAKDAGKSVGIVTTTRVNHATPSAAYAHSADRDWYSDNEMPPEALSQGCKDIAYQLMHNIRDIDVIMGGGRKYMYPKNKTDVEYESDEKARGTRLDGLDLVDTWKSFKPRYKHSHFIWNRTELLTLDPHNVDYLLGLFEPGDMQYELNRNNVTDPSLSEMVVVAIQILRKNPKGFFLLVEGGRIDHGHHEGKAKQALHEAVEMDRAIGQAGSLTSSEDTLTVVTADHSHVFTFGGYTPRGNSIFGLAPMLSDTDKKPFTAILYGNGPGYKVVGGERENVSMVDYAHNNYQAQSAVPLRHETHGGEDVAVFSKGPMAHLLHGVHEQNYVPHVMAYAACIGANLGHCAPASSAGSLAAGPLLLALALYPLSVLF
PMI act hi M6P = increases human PMI activity with near-saturating mannose 6-phosphate; P34949; coupled PMI enzyme assay, resazurin fluorescence, 20 min; active compounds read high; 1 = untreated enzyme, 0 = substrate-free blank; activation factor at 20 µM; hit rate 0.34% among 190,000; AID 1216;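 active means activation factor of 2 or more at 20 µM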
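Test system: human phosphomannose isomerase with PGI, G6PDH, diaphorase coupling enzymes / Doses: 20 µM compound, 1% DMSO / Times: enzyme reaction with compound 20 min at room temperature / Measured by: Diaphorase-driven resazurin-to-resorufin fluorescence, excitation 544, emission 590 nm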
DTT redox prof = compounds producing H2O2 with reducing agent – biochemical, NIH compound library profiling, artefact control for MLSCN library redox annotation, primary screen; DTT-dependent redox cycling H2O2, phenol red/HRP absorbance; 100% = 100 µM peroxide control, 0% = buffer; activation, % at 10 µM; hit rate 0.03% among 200,000;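 active means activation of at least 50% relative to the plate's high and low controls in the primary single-dose screen; inactive means activation below 50%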;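 further: compound incubated with DTT at 0.8 mM final as the reducing agent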
TNAP inh noacc = TNAP (human) inhibition, acceptor-free conditions. purified TNAP, CDP-star luminescence, 30 min. AID 1012. inhibition, % at 20 µM. hit rate 0.26% among 200,000. P05186;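 active means tissue-nonspecific alkaline phosphatase inhibition above about 50% at 20 µM in the single-dose screen, limit read from the data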;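 further: 0% = DMSO negative control and 100% = EDTA positive control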
Hsp70 act = switches on Hsp70 transcription. HeLa Hsp70 promoter luciferase reporter, luminescence; scaled: vehicle 0, proteasome-inhibitor control 100%. activation, % at 10 µM. hit rate 0.04% among 200,000;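 active means activation above the mean across all tested compounds plus 3 SD, cutoff set per campaign, cut at about 5.5% in these data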;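 further: 100% = MG132 at 30 µM as the positive control and 0% = DMSO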
Efa HMGR inh = inhibitors of class II HMG-CoA reductase from Enterococcus faecalis; purified E. faecalis HMGR, NADPH absorbance 340 nm kinetic; inhibition, % at 10 µM; hit rate 0.41% among 190,000;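 active means inhibition above a set limit, the median over all tested compounds plus 3 SD, cut at about 9.5% in these data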;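 further: enzyme runs in reverse so mevalonate oxidation gives rising NADPH absorbance; 0% = complete reaction with DMSO and 100% = background rate lacking mevalonate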
S1P3 antagonist = S1P3 (human) receptor antagonism; inhibition, % at 4.98 µM; hit rate 0.27% among 170,000; AID 485; CHO S1P3 NFAT-BLA reporter, FRET fluorescence, antagonist mode;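 active means inhibition above the plate cutoff, the mean inhibition of test wells on that plate plus 3 SD, cut at about 28% in these data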;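 further: cells challenged with S1P at its EC80 of 0.8 µM; blue over green emission ratio from cleaved BLA substrate after 4 h stimulation; 0% = S1P-stimulated wells and 100% = unstimulated DMSO-only wells; some compounds past the cut are filed as inactive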
Target sequence (Q99500 whole entry, looked up): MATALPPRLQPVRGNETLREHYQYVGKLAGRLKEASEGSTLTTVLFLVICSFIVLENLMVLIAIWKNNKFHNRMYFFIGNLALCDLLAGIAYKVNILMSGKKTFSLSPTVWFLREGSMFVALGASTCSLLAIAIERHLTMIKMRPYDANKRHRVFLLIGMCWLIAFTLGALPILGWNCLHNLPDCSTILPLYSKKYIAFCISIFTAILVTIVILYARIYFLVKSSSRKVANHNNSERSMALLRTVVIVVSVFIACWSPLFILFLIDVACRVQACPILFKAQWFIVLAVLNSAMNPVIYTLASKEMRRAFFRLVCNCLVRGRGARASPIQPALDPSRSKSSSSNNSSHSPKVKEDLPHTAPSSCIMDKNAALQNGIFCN
RAM network inh = yeast RAM network inhibition; inhibition, % at 50 µM; hit rate 1.8% among 190,000; S. cerevisiae dse1pr::URA3 reporter, 5-FOA growth OD615, 2 d; analog-sensitive cbk1-as2 kinase mutant strain;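 active means inhibition above a set limit, 3 SD over mean compound inhibition, cut at about 8.4% in these data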;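 further: 0% = DMSO-only wells with no growth and 100% = 10 µM 1-NA-PP1 full growth; inhibition rescues growth on 5-FOA so higher OD means more RAM inhibition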
An asterisk follows results filed as active; · = not tested or not shown.

Below each SMILES: PMI act	PMI act hi M6P	TNAP inh noacc	DTT redox prof	TNAP inh hi DEA	Lmaj promast	RAM network inh	S1P3 antagonist	Hsp70 act	Efa HMGR inh
O=C(COC(=O)c1ccc(Cl)c(S(=O)(=O)N2CCCC2)c1)NCc1cccs1
 : 1	1	-5	-0.3	3	5	1.9	-8	0.1	-3
CCN1CCN(CC(=O)NC2CCCCC2)C(=O)C1=O
 : 1.1	1.1	-4	0.9	-2	-5	2.3	-27	0.2	-2
CCCCC(=O)N=c1sc2cc(S(C)(=O)=O)ccc2n1C
 : 1	1	-1	0.7	-2	-2	1.5	11	0.0	-4
CSC1=NCCN1C(=O)c1ccc(S(=O)(=O)N2CCCC2)cc1
 : 1	1	-6	0.0	-1	-1	-0.1	-9	-0.2	-5
CCC(C)NC(=O)CCNS(=O)(=O)c1ccc(Br)cc1 (centres undefined)
 : 0.8	0.8	-11	-2.7	-2	-8	-0.1	·	-0.2	-1
COc1ccc(-c2cc(=O)[nH]c(=O)[nH]2)cc1
 : 1	1	0	1.0	0	-3	-0.2	·	-0.1	-4
CC(=O)Nc1nnc(SCC(=O)NCCOc2ccccc2)s1
 : 0.9	0.9	-4	-3.3	3	-3	1.4	25	-0.1	-9
COc1ccc(C(=O)NCCn2ccc3ccccc32)cc1
 : 0.9	1	-16	0.4	-7	1	1.4	4	-0.4	-2
CN1CCN(/C(=N\O)c2nonc2N)CC1
 : 1	1	-8	-0.6	-8	-3	1.1	1	0.1	-7
COc1cccc(NC(=O)CC2COc3ccccc3O2)c1 (centres undefined)
 : 1	1.1	-11	0.2	-4	57*	0.3	·	-0.2	-5
CC(C)CN1C(=O)c2ccc(NC(=O)c3ccco3)cc2C1=O
 : 0.9	0.9	-7	-0.8	-9	-5	2.1	-10	-0.1	-3
O=C(CSc1ncccc1-c1nc2ccccc2[nH]1)N1CCc2ccccc21
 : 0.9	1.1	-13	1.4	0	45	0.5	0	-0.1	-8
COc1ccccc1NC(=S)N/N=C/c1cccc(C)c1
 : 0.8	0.9	-7	-0.1	-2	-4	1.7	-4	0.2	-5
C=CCn1c(N/N=C/c2ccc(O)cc2)nc2ccccc2c1=O
 : 0.9	0.9	-2	0.0	1	21	1.9	-12	-0.4	-1
Cn1c(N)c(S(=O)(=O)NCc2ccccc2Cl)c(=O)n(C)c1=O
 : 1.1	1.1	-11	0.1	-2	5	1.3	-26	0.4	-1
CCCCC(=O)N1CCN(c2ccc(OC)cc2[N+](=O)[O-])CC1
 : 1	1	-2	1.1	2	32	2.1	-3	-0.3	-2
Cc1ccccc1C(=O)NNC(=O)CCC(=O)Nc1cccc(Cl)c1C
 : 1	1	-17	-0.1	-4	-5	1.8	-1	-0.2	4
Cc1ccc(C(=O)Nc2ccccc2N2CCN(C(=O)C(C)C)CC2)cc1
 : 1.1	1	-11	1.8	-6	9	2.5	-3	0.1	1
O=C(Nc1ccc2c(c1)CCC2)C1CCN(c2c3c(nc4ncnn24)CCC3)CC1
 : 0.9	0.9	-16	1.1	-2	13	3.4	11	-0.2	-1
CC(C)c1ccc(CNC(=O)C(=O)NCCCn2ccnc2)cc1
 : 1	0.9	1	-1.0	3	-3	-0.2	7	-0.5	0
COC(=O)c1c(NC(=O)c2ccccc2)sc2c1CC(C)(C)NC2(C)C
 : 0.9	1	-6	0.3	-2	5	3.2	9	-0.1	-2
CCn1c(COc2ccc(C)cc2)nnc1SCC(=O)Nc1ccc2c(c1)OCCO2
 : 0.9	0.9	-7	1.6	-2	-3	3.4	-5	0.4	-4
OC(CN1C2=NCCCN2c2ccccc21)c1ccc2c(c1)OCO2 (centres undefined)
 : 0.9	0.9	-5	2.6	-2	28	0.0	1	0.9	-3
CCN(CC)S(=O)(=O)c1ccc(NC(=O)Cn2cnc3ccccc3c2=O)cc1
 : 0.9	1	-10	-0.6	-2	-3	1.4	-1	-0.2	-2
CCOC(=O)c1c(-c2ccccc2)csc1NC(=O)CCN1C(=O)c2ccccc2C1=O
 : 0.9	1	-4	0.1	-3	1	1.9	-12	0.0	0
CCN(CC)S(=O)(=O)c1cc(NC(=O)C(C)N2CCc3ccccc32)ccc1C (centres undefined)
 : 0.9	0.8	-12	-2.0	-4	24	8.0	10	-0.3	6
COc1ccc(Oc2ncnc3sccc23)cc1
 : 1	1	-10	0.5	-4	-5	1.0	-8	0.0	1
CC1(c2ccc(OC(F)F)cc2)NC(=O)N(CC(=O)Nc2ccc(S(N)(=O)=O)cc2)C1=O (centres undefined)
 : 1	0.9	22	0.1	0	8	0.6	-3	-0.2	0
Cc1n[nH]c(=O)n1-c1ccc(Oc2ccccc2)cc1
 : 1	1	2	1.1	1	-4	0.8	·	-0.2	5
COc1ccc(-c2nc3ccccc3c(C(=O)Nc3ccc(S(=O)(=O)Nc4cc(C)on4)cc3)c2C)cc1
 : 1	1.1	-11	0.1	-5	-2	1.5	·	-0.3	0
Cn1c(C(=O)OCC(=O)NCCc2ccccc2)cc2sccc21
 : 1	0.8	-8	2.2	-8	-6	1.2	-23	-0.3	-7
CNC(=S)N(Cc1ccc(OC)cc1)Cc1cc2ccc(C)cc2[nH]c1=O
 : 0.9	0.9	-1	-0.3	-5	6	5.7	-19	-0.1	3
Cc1onc(-c2ccccc2)c1C(=O)Nc1cccc(C#N)c1
 : 1	1	-6	-1.9	-2	-8	0.0	2	-0.3	-8
CC(C)CNC(=O)C(=O)NNC(=O)C1CCCCC1
 : 0.9	1	-9	-7.3	1	-6	1.2	·	-0.4	-2
CCOc1ccc(N2C(=O)CC(NCCc3c[nH]c4ccccc34)C2=O)cc1 (centres undefined)
 : 1	1	-8	-0.4	4	0	-0.5	1	-0.1	-5
O=C(NC1CCCCCC1)c1c(O)c2cccc3c2n(c1=O)CCC3
 : 1	1	-4	·	2	·	·	-15	·	·
CC(C)(C)c1ccc2c(c1)C(=O)c1ccccc1C2=O
 : 0.8	0.9	-3	2.8	1	-6	-0.4	-9	-0.1	4
CCOP(=O)(/C(C#N)=C(\C)O)c1ccccc1 (centres undefined)
 : 1.2	1.1	-5	-0.1	-4	-2	1.2	1	-0.3	-10
Cc1cc(=O)n(CCCO)c(O)c1C#N
 : 0.9	0.6	-7	1.7	-4	-8	-0.5	-22	0.0	-1
COc1ccccc1-c1ccc(Nc2ccc(C(=O)N3CCOCC3)cc2)nn1
 : 0.9	0.9	-1	1.6	2	-8	-0.4	·	-0.1	0
CC1=C(C(=O)Nc2ccccc2)C(c2cccc([N+](=O)[O-])c2)Nc2nc3ccccc3n21 (centres undefined)
 : 0.9	1	-10	0.1	-6	98*	0.4	·	-0.4	4
COc1ccc(C(=O)c2ccc(OC)c3cccc(O)c23)cc1OC
 : 0.7	0.9	0	-0.3	4	3	3.0	·	-0.5	-7
OCCC1CN(Cc2cccc(OC3CCCC3)c2)CCN1Cc1ccsc1 (centres undefined)
 : 0.9	0.9	2	-1.1	-2	80*	-0.5	-12	0.3	2
COc1cc(C2C(C(=O)c3ccco3)=C(O)C(=O)N2c2cc(C)on2)cc(Br)c1O (centres undefined)
 : 0.9	0.9	-7	-0.9	0	-6	3.1	-3	0.3	-2
COc1ccc(CNC(=O)Nc2ccc(C)cc2C)cc1
 : 1.1	1	-3	-1.6	0	-4	2.8	-20	-0.2	-3
NS(=O)(=O)c1ccc(CCNC(=O)CCCn2c(=O)[nH]c3ccc(Br)cc3c2=O)cc1
 : 1	1	-7	-0.3	-1	-3	5.0	-5	-0.2	-5
CCCOc1ccc(/C=C/C(=O)Nc2ccc([N+](=O)[O-])cc2)cc1
 : 0.9	0.9	-1	2.6	0	16	13*	·	0.3	-3
O=C(c1cc(F)c(F)cc1Cl)N1CCOCC1
 : 1.1	1.1	-9	-1.8	-5	-6	4.1	-1	-0.3	1
Oc1cccc(/C=N/Nc2ncnc3c2ncn3Cc2ccccc2)c1
 : 0.9	0.9	-34	0.2	-3	66*	0.0	-11	-0.4	0
Cc1cc(CNC(=O)Cn2cc([N+](=O)[O-])cn2)c2ccccc2n1
 : 1.1	1.1	-1	0.3	2	-7	0.5	-12	0.2	-2
COc1cccc(CN(C)C(=O)c2ccc3nccnc3c2)c1
 : 1.1	1.1	18	0.1	-4	-7	-0.3	·	-0.2	2
CC(=O)N(C)c1ccc(N=Nc2c(C)[nH]n(C(N)=S)c2=O)cc1
 : 1	1	4	-0.4	11	18	0.4	-6	-0.1	-6
CCN(CC)S(=O)(=O)c1ccc2c(c1)nc(CCC(=O)O)n2CC
 : 1.2	1.1	-14	-0.1	-10	-5	1.1	-25	-0.1	5
CC1CC(C)(C)Nc2ccc(N=O)cc21 (centres undefined)
 : 0.9	0.7	15	-0.8	21	100*	2.3	0	0.4	0
Cc1nnc(Sc2cc(C(=O)NCCCN(C)Cc3ccccc3)c3ccccc3n2)s1
 : 0.9	1	0	0.1	2	2	-0.2	0	-0.4	-3
COc1ccc(-n2nnnc2-c2cccc(OC)c2)cc1
 : 1	1	-3	2.6	-6	1	0.0	-17	0.0	2
NS(=O)(=O)c1ccc(CCNC(=O)CCCCCNc2nc(=S)[nH]c3ccccc23)cc1
 : 0.9	0.9	11	0.4	4	-5	-0.6	2	-0.3	-1
CCOC(=O)C1=C(C)NC(=O)NC1c1ccc(OCCO)c(OC)c1 (centres undefined)
 : 1	1	-15	2.0	-4	-14	-0.2	10	-0.3	-8
COc1ccc(-c2cc(=O)c3ccccc3s2)cc1
 : 0.9	0.8	-4	1.7	-1	3	8.8*	6	0.1	-7
COc1ccc(-c2ccc(SCC(=O)NCC3CCCO3)nn2)cc1OC (centres undefined)
 : 0.9	0.9	-16	-1.5	-8	-3	-0.4	-9	0.3	5

(continued)
Below each SMILES: PMI act	PMI act hi M6P	TNAP inh noacc	DTT redox prof	TNAP inh hi DEA	Lmaj promast	RAM network inh	S1P3 antagonist	Hsp70 act	Efa HMGR inh
O=C(N/N=C/c1ccc(-c2cccc(C(F)(F)F)c2)o1)c1ccccc1Br
 : 1	1	-12	1.4	-4	9	5.1	·	-0.3	-6
Cc1ccc(S(=O)(=O)N2CCCC(C(=O)N(Cc3cccs3)C3CC3)C2)cc1 (centres undefined)
 : 1	1	-9	-2.9	-5	12	2.0	·	0.3	-1
COc1cc([C@@H]2[C@H]3CNCC=C3C(C#N)=C(N)C2(C#N)C#N)ccc1OC(C)C
 : 0.7	0.7	-13	-0.5	-1	0	0.3	·	-0.1	-10
COc1ccc(OCCC(=O)Nc2nccs2)cc1
 : 0.9	0.9	-3	0.3	3	-3	2.1	-21	-0.2	-4
CC1CCN(CCOc2cc(Cl)ccc2Cl)CC1
 : 0.9	0.9	-8	1.8	0	85*	1.2	·	-0.5	-6
CCSc1nc(-c2ccc(OC)cc2)cc(-c2ccc(OC)cc2)c1C#N
 : 1	1	-18	0.9	-3	3	6.2	·	-0.2	-8
